Screening results from PubChem BioAssay.
Efa HMGR inh: E. faecalis class II HMG-CoA reductase inhibition; purified E. faecalis HMGR, NADPH absorbance 340 nm kinetic; AID 1066; inhibition, % at 10 µM; actives 0.41% (n = 190,000);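 active means inhibition above a set limit, the median over all tested compounds plus 3 SD, cut at about 9.5% in these data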;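 further: enzyme runs in reverse so mevalonate oxidation gives rising NADPH absorbance; 0% = complete reaction with DMSO and 100% = background rate lacking mevalonate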
bIAP inhibitor: blocks bovine intestinal alkaline phosphatase activity; purified bovine IAP, CDP-star luminescence, 30 min; inhibition, % at 20 µM; 190,000 tested, under 10 active; AID 1019;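 active means over 50% inhibition of intestinal alkaline phosphatase at 20 µM in the single-dose screen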
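Assay system – bovine IAP enzyme · Quantity – bovine IAP at 1/65,000,000 final dilution · Detection – CDP-star luminescence signal · Times – 30 min reaction at room temperature · Also added – CDP-star substrate at 30 µM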
bIAP activator: increases bovine intestinal alkaline phosphatase activity. purified bovine IAP, CDP-star luminescence, 30 min; active compounds read high; fold of DMSO-control signal, blank-subtracted. activation factor at 20 µM. actives 0.17% (n = 200,000). AID 1016;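 active means activation factor of 2 or more at 20 µM, a signal rise over negative controls twice the positive control's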
TR-FRET SRC-2 ct: TR-FRET artefact, counter-screen to PPARgamma/SRC-2 agonist assay | TR-FRET ratio at 8 µM | active compounds read high | actives 0.4% (n = 200,000); in the data active means TR-FRET ratio above about 2000; further: inactives centre near 1500
PPARg SRC1 recr: promotes SRC-1 coactivator recruitment by human PPARgamma. P37231. actives 0.41% (n = 200,000). activation, % at 8 µM. PPARgamma-SRC-1 coactivator recruitment biochemical assay. AID 631; in the data active means activation above about 19%;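 further: 0% = DMSO and 100% = reference agonist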
Target sequence (P37231 whole entry, looked up): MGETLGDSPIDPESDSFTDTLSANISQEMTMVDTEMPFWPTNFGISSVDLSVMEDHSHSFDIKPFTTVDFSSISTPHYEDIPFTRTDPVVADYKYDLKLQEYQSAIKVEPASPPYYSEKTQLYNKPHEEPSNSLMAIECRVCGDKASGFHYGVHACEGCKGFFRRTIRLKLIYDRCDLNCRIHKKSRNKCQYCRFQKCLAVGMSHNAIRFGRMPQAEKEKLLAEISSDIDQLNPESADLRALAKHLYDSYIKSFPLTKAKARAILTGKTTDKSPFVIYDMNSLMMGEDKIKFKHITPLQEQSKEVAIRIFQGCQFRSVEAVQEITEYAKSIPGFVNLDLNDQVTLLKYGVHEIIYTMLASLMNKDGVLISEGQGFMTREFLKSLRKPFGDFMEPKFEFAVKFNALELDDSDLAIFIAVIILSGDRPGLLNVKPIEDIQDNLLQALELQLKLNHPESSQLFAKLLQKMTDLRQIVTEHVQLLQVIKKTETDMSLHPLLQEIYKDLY
TNAP act hiacc: TNAP (human) activation, high acceptor | P05186 | purified TNAP, CDP-star luminescence, 1 M DEA, 30 min; active compounds read high; 0 = EDTA background, 1 = DMSO-only activity | activation factor at 20 µM | 200,000 tested, under 10 active;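 active means activation factor at least 2 at 20 µM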
Target sequence (P05186 whole entry, looked up): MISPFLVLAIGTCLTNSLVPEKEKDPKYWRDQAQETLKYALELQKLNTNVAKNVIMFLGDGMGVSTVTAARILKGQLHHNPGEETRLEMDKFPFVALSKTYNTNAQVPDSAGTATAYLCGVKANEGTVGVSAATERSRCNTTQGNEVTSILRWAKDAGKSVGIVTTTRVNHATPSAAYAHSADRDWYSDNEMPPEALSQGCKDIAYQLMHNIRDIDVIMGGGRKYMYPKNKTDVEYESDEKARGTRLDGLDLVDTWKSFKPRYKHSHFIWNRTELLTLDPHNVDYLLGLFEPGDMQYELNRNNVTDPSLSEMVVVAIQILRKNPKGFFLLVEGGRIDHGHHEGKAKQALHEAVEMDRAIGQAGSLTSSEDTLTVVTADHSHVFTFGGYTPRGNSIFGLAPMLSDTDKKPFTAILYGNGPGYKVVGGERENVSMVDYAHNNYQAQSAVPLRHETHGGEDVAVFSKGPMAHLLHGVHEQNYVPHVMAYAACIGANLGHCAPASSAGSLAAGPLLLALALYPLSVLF
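system = human TNAP | amount = enzyme diluted 1/800 final | reagent = 100 µM CDP-star substrate | signal = luminescent substrate turnover signal | dosing = one dose, 20 µM | benchmarks = EDTA negative control, DMSO positive control | measure = activation factor | timing = 30 min reaction, room temperature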
TNAP inh hi DEA: blocks human TNAP under high phosphate acceptor concentration. actives 0.03% (n = 200,000). purified TNAP, CDP-star luminescence, 1 M DEA. inhibition, % at 20 µM;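 active means over 50% inhibition of tissue-nonspecific alkaline phosphatase at 20 µM in the single-dose screen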;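 further: plate controls were DMSO wells for no effect and EDTA-quenched wells as full inhibition for full effect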
TNAP inh noacc: inhibitors of human TNAP without phosphate acceptor. P05186. purified TNAP, CDP-star luminescence, 30 min. inhibition, % at 20 µM. actives 0.26% (n = 200,000). AID 1012;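 active means tissue-nonspecific alkaline phosphatase inhibition above about 50% at 20 µM in the single-dose screen, limit read from the data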;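 further: 0% = DMSO negative control and 100% = EDTA positive control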
PPARg SRC-2 ag: agonists of SRC-2 recruitment by human PPARgamma | P37231 | PPARgamma LBD-SRC-2 recruitment, biochemical | activation, % at 8 µM | actives 0.34% (n = 200,000); in the data active means activation above about 22%;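 further: 0% = vehicle and 100% = reference agonist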
PPARg SRC-3 ag: agonists of human PPARgamma SRC-3 coactivator recruitment; biochemical PPARgamma/SRC-3 coactivator recruitment assay; activation, % at 8 µM; actives 0.26% (n = 200,000); in the data active means activation above about 23%;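 further: 0% = DMSO and 100% = reference agonist; some compounds past the cut are filed as inactive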
Active calls of the source: *; . = no result given.

SMILES | Efa HMGR inh | bIAP inhibitor | bIAP activator | TR-FRET SRC-2 ct | PPARg SRC1 recr | TNAP act hiacc | TNAP inh hi DEA | TNAP inh noacc | PPARg SRC-2 ag | PPARg SRC-3 ag
CCCNS(=O)(=O)c1ccc(OCC(=O)N2CCN(C)CC2)cc1 | 4 | -6 | 1.1 | 1675 | 0 | 1 | 2 | -2 | 7 | 9
Cc1c(N=Nc2c(O)[nH]c(=S)[nH]c2=O)c(=O)n(-c2ccccc2)n1C | -11 | 9 | 0.9 | 1628 | -4 | 0.9 | 14 | 2 | -5 | 2
CC[C@]12C=CCN3CCC4(c5cc(Br)c(OC)cc5N(C)C4[C@@](O)(C(=O)OC)[C@@H]1OC(C)=O)C32 (stereo partly specified) | 2 | -15 | 1.1 | 1715 | 4 | 1 | 1 | -5 | 10 | -2
O=C1NC(=O)C(C(CC(=O)c2ccccc2)c2ccccc2)C(=O)N1 (stereo unspecified) | -2 | -2 | 1 | 1592 | 9 | 1 | -2 | -5 | 10 | 2
CC1CN(CCc2ccccc2)CC(C)O1 (stereo unspecified) | 4 | 8 | 0.9 | 1481 | -8 | 1.1 | -7 | 1 | -4 | -3
O=C1CCCC2C3CCCN4CCCC(CN12)C34 (stereo unspecified) | -13 | -3 | 1 | 1588 | 0 | 1 | 4 | -3 | -5 | 3
COc1cccc(N2C(=O)CC(=O)NC2=O)c1 | 0 | 6 | 0.9 | 1559 | 8 | 1 | -5 | 7 | -1 | 13
COc1ccc(OCC(=O)N2CCN(C(C)C)CC2)cc1 | 1 | 12 | 0.9 | 1450 | -2 | 1 | -2 | -13 | 4 | 14
CC(O)(CS(=O)(=O)c1ccccc1)C(=O)Nc1ccc(C(F)(F)F)cc1 (stereo unspecified) | -1 | 4 | 1 | 1453 | -4 | 1 | -3 | -6 | -4 | 7
Cc1ccc(CN2CC3CC(C2)c2cccc(=O)n2C3)cc1 (stereo unspecified) | 2 | 1 | 1 | 1472 | -4 | 1 | 0 | -8 | -6 | -5
COc1ccccc1CC1C(=O)C2CCN1CC2 (stereo unspecified) | -1 | 10 | 0.9 | 1364 | 1 | 1 | -4 | 1 | 4 | -3
CCc1cc(=O)[nH]c(SCCCF)n1 | -10 | 4 | 1 | 1322 | 6 | 1.1 | -6 | -4 | -6 | -1
CCc1ccc(CNCCc2ccccc2F)cc1 | -4 | 13 | 0.9 | 1646 | -2 | 1 | -3 | -8 | -4 | -2
O=C1NC(=O)N(CCNc2ncc(C(F)(F)F)cc2Cl)C(=O)C1/C=N/OCc1c(F)cccc1Cl (stereo unspecified) | 3 | -3 | 1 | 1472 | 6 | 1 | 1 | -3 | 6 | 0
Cn1c(O)c(C=NCCCC(=O)O)c(=O)n(C)c1=O | -8 | 2 | 1 | 1369 | 4 | 1 | -3 | -15 | -3 | 2
CCOP(=O)(OCC)C(c1ccccc1)N(C)C=O (stereo unspecified) | -3 | 5 | 0.9 | 1573 | 1 | 1 | 1 | -3 | 4 | 8
CC(=O)Nc1ccc(C2CN(C)CC2C(=O)c2ccc(Cl)cc2)cc1 (stereo unspecified) | -1 | 4 | 1 | 1479 | 0 | 1 | -2 | 2 | -8 | -5
CC12CCC3C(CC=C4CC(O)CCC43C)C1C/C(=C\c1cccc(F)c1)C2=O (stereo unspecified) | -6 | -4 | 1 | 1554 | 0 | 1 | -2 | 6 | -11 | -7
C=Cn1ccnc1P(=S)(c1ccc(N(C)C)cc1)c1nccn1C=C | -3 | 1 | 1 | 1644 | -4 | 1.1 | -9 | -7 | 6 | 8
Cn1ncnc2c(=O)n(C)c(=O)nc1-2 | . | 9 | 0.9 | . | . | 1 | -3 | -4 | . | .
COc1ccc(CCn2c(O)c(C=NCc3cccnc3)c(=O)[nH]c2=O)cc1OC | -2 | 8 | 0.9 | 1469 | 3 | 1 | -2 | -10 | 3 | -1
COc1ccc(/C=C2/C(=O)NC(=S)N(C3CC3)C2=O)cc1CN1C(=O)c2ccccc2C1=O | -2 | 16 | 0.8 | 1521 | 0 | 1 | -3 | 8 | 4 | -4
CCOC(=O)c1c(N)n(CCN2CCCCC2)c2nc3ccccc3nc12 | 1 | -2 | 1 | 1588 | 2 | 1 | -2 | -6 | 2 | 11
COc1ccc(C(=O)CC2(CC(=O)c3ccc(OC)cc3)C(=O)N(C)C(=O)N(C)C2=O)cc1 | -5 | 8 | 0.9 | 1395 | 3 | 1 | -4 | -4 | 7 | 1
CC1(C)CC(=O)C(C2(O)C(=O)NC(=O)NC2=O)=C(O)C1 | 0 | -2 | 1 | 1316 | -5 | 1.1 | -10 | -20 | 8 | -3
CCCCn1c(O)c(/C=C/C=Nc2ccccc2)c(=O)[nH]c1=O | -11 | 6 | 0.9 | 1739 | -4 | 1 | 0 | -1 | -3 | -1
Fc1ccc(C2=CCN(C(c3ccc(Cl)cc3)c3nnnn3Cc3ccccc3)CC2)cc1 (stereo unspecified) | -2 | -31 | 1.3 | 1676 | 1 | 1 | -5 | -5 | -3 | 4
O=C(O)[C@@H]1C[C@H]1[C@@H](NP(=O)(c1ccccc1)c1ccccc1)c1ccccc1 | 21* | 10 | 0.9 | 1378 | 8 | 1.1 | -7 | -10 | 11 | 4
O=c1[nH]c(=O)n(-c2ccc(F)cc2)c(O)c1C=Nc1ccccc1N1CCCC1 | -7 | 4 | 1 | 1302 | 7 | 1 | 0 | -6 | -3 | -17
O=C(O)c1nn(Cc2ccc(Cl)cc2Cl)c2ccccc12 | -2 | 9 | 0.9 | 1594 | -2 | 1 | 1 | 0 | 1 | 2
CCCC12CN3CN(C1)CC(CCC)(C3)C2O (stereo unspecified) | 0 | 8 | 0.9 | 1586 | 6 | 1 | -2 | -12 | 6 | -3
CCC(C)C12CN3CCN(CC(C)(C3)C1=O)C2 (stereo unspecified) | -1 | 15 | 0.9 | 1769 | 2 | 1 | -1 | -12 | 9 | 11
CCCCn1c(O)c(C(CC)=NCc2cccnc2)c(=O)[nH]c1=O | -2 | 19 | 0.8 | 1554 | 8 | 1 | -2 | -11 | 8 | 4
O=C1NC(=O)C2(Cc3ccccc3N3CCOCC32)C(=O)N1c1ccccc1 (stereo unspecified) | -7 | 4 | 1 | 1579 | 2 | 1.1 | -9 | -12 | 2 | -6
N#CC(C#N)=Cc1ccc(N2CCCC2)cc1 | 1 | -4 | 1 | 1614 | 6 | 1 | 2 | -5 | -4 | 3
C[n+]1ccc(-c2ccncc2)cc1 | -1 | 14 | 0.9 | 1414 | 12 | 1.1 | -7 | -13 | 8 | 4
CC1CC(OC(=O)c2ccccc2)CC(C)N1C (stereo unspecified) | -4 | 16 | 0.8 | 1364 | 4 | 1 | 0 | -6 | -8 | 2
CCC(=O)c1c(O)n(C2CCCCCC2)c(=O)[nH]c1=O | -2 | 4 | 1 | 1440 | -1 | 1.1 | -7 | 2 | -2 | 9
CCN1CCN(c2cn[nH]c(=O)c2Cl)CC1 | -3 | 4 | 1 | 1417 | 7 | 1 | -1 | -3 | -4 | 4
CCCCCCOc1ccc(CN2CCN(CC)CC2)cc1 | -10 | -9 | 1.1 | 1474 | -2 | 1 | -4 | -13 | 9 | 4
CN(C)C(=O)Oc1ccc(OCc2cccc[n+]2C)cc1 | 3 | -3 | 1 | 1526 | -1 | 1.1 | -8 | -13 | -4 | -1
Cc1oc(-c2ccccc2)nc1CN1C(=O)CN=C(c2ccccc2)c2ccccc21 | 1 | 9 | 0.9 | 1449 | 4 | 1 | -5 | -4 | 13 | -2
O=C(C1CCC(=O)N1C1CCCCC1)N1CCC2(CC1)OCCO2 (stereo unspecified) | -4 | 9 | 0.9 | 1495 | 5 | 1 | -5 | -6 | 6 | -5
CNP1(NC)=NC(C(F)(F)F)=NC(C(F)(F)F)=N1 | -1 | 9 | 0.9 | 1548 | 2 | 1 | -2 | -7 | 2 | 6
O=[N+]([O-])c1ccc(N2CCOCC2)c2ccncc12 | -3 | 5 | 1 | 1407 | -2 | 1 | 5 | 4 | -2 | 3
CCc1cccc2c(C#N)cn(CC(=O)N3CCOCC3)c12 | -3 | 2 | 1 | 1485 | 3 | 1 | -3 | -14 | 0 | 2
O=C(c1ccc(C(F)(F)F)cc1)C1CCCN(Cc2ccncc2)C1 (stereo unspecified) | 5 | 3 | 1 | 1353 | -2 | 1 | -4 | -1 | 0 | 3

At a glance, 14 of the compounds above.
SMILES | Efa HMGR inh | bIAP inhibitor | bIAP activator | TR-FRET SRC-2 ct | PPARg SRC1 recr | TNAP act hiacc | TNAP inh hi DEA | TNAP inh noacc | PPARg SRC-2 ag | PPARg SRC-3 ag
O=C1NC(=O)C2(Cc3ccccc3N3CCOCC32)C(=O)N1c1ccccc1 (stereo unspecified) | -7 | 4 | 1 | 1579 | 2 | 1.1 | -9 | -12 | 2 | -6
N#CC(C#N)=Cc1ccc(N2CCCC2)cc1 | 1 | -4 | 1 | 1614 | 6 | 1 | 2 | -5 | -4 | 3
C[n+]1ccc(-c2ccncc2)cc1 | -1 | 14 | 0.9 | 1414 | 12 | 1.1 | -7 | -13 | 8 | 4
CC1CC(OC(=O)c2ccccc2)CC(C)N1C (stereo unspecified) | -4 | 16 | 0.8 | 1364 | 4 | 1 | 0 | -6 | -8 | 2
CCC(=O)c1c(O)n(C2CCCCCC2)c(=O)[nH]c1=O | -2 | 4 | 1 | 1440 | -1 | 1.1 | -7 | 2 | -2 | 9
CCN1CCN(c2cn[nH]c(=O)c2Cl)CC1 | -3 | 4 | 1 | 1417 | 7 | 1 | -1 | -3 | -4 | 4
CCCCCCOc1ccc(CN2CCN(CC)CC2)cc1 | -10 | -9 | 1.1 | 1474 | -2 | 1 | -4 | -13 | 9 | 4
CN(C)C(=O)Oc1ccc(OCc2cccc[n+]2C)cc1 | 3 | -3 | 1 | 1526 | -1 | 1.1 | -8 | -13 | -4 | -1
Cc1oc(-c2ccccc2)nc1CN1C(=O)CN=C(c2ccccc2)c2ccccc21 | 1 | 9 | 0.9 | 1449 | 4 | 1 | -5 | -4 | 13 | -2
O=C(C1CCC(=O)N1C1CCCCC1)N1CCC2(CC1)OCCO2 (stereo unspecified) | -4 | 9 | 0.9 | 1495 | 5 | 1 | -5 | -6 | 6 | -5
CNP1(NC)=NC(C(F)(F)F)=NC(C(F)(F)F)=N1 | -1 | 9 | 0.9 | 1548 | 2 | 1 | -2 | -7 | 2 | 6
O=[N+]([O-])c1ccc(N2CCOCC2)c2ccncc12 | -3 | 5 | 1 | 1407 | -2 | 1 | 5 | 4 | -2 | 3
CCc1cccc2c(C#N)cn(CC(=O)N3CCOCC3)c12 | -3 | 2 | 1 | 1485 | 3 | 1 | -3 | -14 | 0 | 2
O=C(c1ccc(C(F)(F)F)cc1)C1CCCN(Cc2ccncc2)C1 (stereo unspecified) | 5 | 3 | 1 | 1353 | -2 | 1 | -4 | -1 | 0 | 3

Only part of the results is shown; the hit share may differ from the screen's.
